Source: PubChem
Pol iota inh = qHTS for Inhibitors of Polymerase Iota | Potency, µM (top dose mostly 115 µM), without a hit: at the highest dose activity, negative = inhibition, actives largely listed as inhibitors | Pol iota fluorescent replication assay, 10 min | 390,000 compounds, 1% hits | DNA polymerase iota (Homo sapiens), Q9UNA4 | AID 588590, 2011
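Pol iota at 10 nM preincubated 15 min with compounds at room temperature; reaction started with fluorescent substrate, 50 nM final. Fluorescence read kinetically at 0 and 10 min; buffer-only wells as negative control.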
BLM inh = qHTS Assay for Inhibitors of Bloom's syndrome helicase (BLM) | Potency, µM (series often up to 56.1 µM), for the others: at the top dose activity change, negative = inhibition, usual class: inhibitors | AID 2528, 2010 | recombinant BLM DNA unwinding, fluorescence dequenching | RecQ-like DNA helicase BLM (Homo sapiens), P54132 | 350,000 compounds, 0.2% hits;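 also: plate controls were vehicle for no effect and no enzyme for full effect; nearly all actives have a fitted effect of over 35% in size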
POLK inh = qHTS for Inhibitors of Polymerase Kappa; DNA polymerase kappa (Homo sapiens), Q9UBT6; purified Pol kappa, fluorescent DNA synthesis assay, 10 min; Potency, µM (highest dose often 107 µM), for inactives: at the highest dose activity, negative = inhibition, hits mostly inhibitors; 400,000 compounds, 0.53% hits; AID 588579, 2011; also: % is scaled to controls: 0 for no effect and ±100 for the full control effect
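Enzyme at 10 nM met test compounds for 15 min at room temperature. Substrate addition (50 nM final) began the reaction, which was monitored by fluorescence at 0 and 10 min.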
Anesthetic bind = qHTS Assay for Identification of Novel General Anesthetics; apoferritin/1-aminoanthracene competitive binding, fluorescence; Potency, µM (series often up to 77.5 µM), for the others: at the top dose activity change, negative = displacement, hits mostly inhibitors; 350,000 compounds, 0.074% hits; AID 485281, 2010; also: % is scaled to controls: 0 for no effect and ±100 for the full control effect; nearly all actives have a fitted effect of over 20% in size
Target sequence (P02791 2-175 limits assumed): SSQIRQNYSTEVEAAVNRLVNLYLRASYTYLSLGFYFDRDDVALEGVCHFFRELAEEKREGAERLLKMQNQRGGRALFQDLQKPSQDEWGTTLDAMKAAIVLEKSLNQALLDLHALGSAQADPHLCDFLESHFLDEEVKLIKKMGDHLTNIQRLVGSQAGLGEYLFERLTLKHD
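Steps: apoferritin (10 uM) was premixed with half-saturated 1-AMA in PBS, compounds were pin-transferred, plates stood 10 min at room temperature, fluorescence was read at 380/535 nm, and curves were fitted with a Hill equation.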
Pol eta inh = qHTS for Inhibitors of Polymerase Eta | DNA polymerase eta (Homo sapiens), Q9Y253 | recombinant Pol eta, fluorescent DNA replication assay | Potency, µM (top dose mostly 114 µM), for the others: top-dose activity change, negative = inhibition, actives largely listed as inhibitors | 390,000 compounds, 1.2% hits | AID 588591, 2011; also: % is scaled to controls: 0 for no effect and ±100 for the full control effect
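Pol eta (10 nM) was preincubated with compounds for 15 min at room temperature, after which fluorescent replication substrate (50 nM final) was added to start the reaction. Fluorescence was read kinetically at 0 and 10 min.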
BAZ2B block = qHTS Assay for Inhibitors of BAZ2B. AID 504333, 2011. AlphaScreen BAZ2B-H3K14Ac peptide displacement. Potency, µM (top dose mostly 114 µM), for the others: at the top dose activity change, negative = inhibition, most hits filed as inhibitors. 360,000 compounds, 4.4% hits; also: % is scaled to controls: 0 for no effect and ±100 for the full control effect; nearly all actives have a fitted effect of over 60% in size
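AlphaScreen displacement: compounds (up to 110uM) incubated 30 min at room temperature with a preformed 50 nM BAZ2B/50 nM biotinylated H3K14Ac peptide complex in PBS pH 7.4 with Tween-20. Donor and acceptor beads at 10 ug/mL final added, 20 min light-protected before reading.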
G9a block = qHTS Assay for Inhibitors of Histone Lysine Methyltransferase G9a. Histone-lysine N-methyltransferase EHMT2 (Homo sapiens), Q96KQ7. G9a H3K9 monomethylation, AlphaScreen, 2 h. Potency, µM (top dose mostly 102 µM), inactives show at the top dose activity, negative = inhibition, hits mostly inhibitors. 350,000 compounds, 8.8% hits. AID 504332, 2011; also: % is scaled to controls: 0 for no effect and ±100 for the full control effect; nearly all actives have a fitted effect of over 75% in size
Target sequence (Q96KQ7 913-1193 limits assumed): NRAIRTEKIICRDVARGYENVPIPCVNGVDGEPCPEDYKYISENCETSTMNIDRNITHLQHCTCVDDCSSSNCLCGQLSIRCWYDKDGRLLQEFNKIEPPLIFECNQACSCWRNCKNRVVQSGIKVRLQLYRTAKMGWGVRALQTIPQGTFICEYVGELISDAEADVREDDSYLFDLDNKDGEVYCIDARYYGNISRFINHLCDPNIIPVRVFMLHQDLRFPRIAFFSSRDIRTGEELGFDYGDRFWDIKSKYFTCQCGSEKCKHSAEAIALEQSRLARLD
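AlphaScreen detection with an anti-monomethyl H3K9 antibody quantified product after a 2 h room-temperature reaction containing 500 nM biotinylated H3K9 peptide, 20 µM SAM and 20 nM enzyme, which had been preincubated 15 min with compound.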
APEX1 inh = qHTS Assay for Inhibitors of the Human Apurinic/apyrimidinic Endonuclease 1 (APE1). DNA repair nuclease/redox regulator APEX1 (Homo sapiens), P27695. recombinant APE1, TAMRA/BHQ-2 abasic DNA cleavage fluorescence. Potency, µM (highest dose often 65.8 µM), inactives show at the highest dose activity change, negative = inhibition, most hits filed as inhibitors. 350,000 compounds, 0.35% hits;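 also: plate controls were vehicle for no effect and reference inhibitor for full effect; nearly all actives have a fitted effect of over 55% in size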
Target sequence (P27695 whole entry, looked up): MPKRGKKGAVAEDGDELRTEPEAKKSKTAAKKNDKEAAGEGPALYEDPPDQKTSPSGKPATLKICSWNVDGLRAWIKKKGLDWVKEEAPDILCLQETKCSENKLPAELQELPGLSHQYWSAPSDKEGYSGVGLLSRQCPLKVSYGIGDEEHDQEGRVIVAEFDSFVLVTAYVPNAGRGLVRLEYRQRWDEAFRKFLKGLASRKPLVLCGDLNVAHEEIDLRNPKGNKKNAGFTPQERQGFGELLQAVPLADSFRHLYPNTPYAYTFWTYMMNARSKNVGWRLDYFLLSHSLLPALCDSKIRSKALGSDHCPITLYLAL
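Endonuclease cleavage of a quenched abasic-site DNA duplex (50 nM) by APE1 (0.75 nM) was tracked by TAMRA dequenching. Compounds were preincubated with enzyme 15 min at room temperature; data normalized to buffer-only and DMSO wells plus NSC13755 control.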
Pol beta inh = qHTS Assay for Inhibitors of DNA Polymerase Beta. Potency, µM (titrated, usually from 114 µM), for inactives: top-dose activity change, negative = inhibition, most hits filed as inhibitors. AID 485314, 2010. P06746. 340,000 compounds, 1.3% hits. Pol beta primer extension/strand displacement, fluorescence kinetic; also: % is scaled to controls: 0 for no effect and ±100 for the full control effect
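Curves were derived by four-parameter Hill fits of normalized qHTS data. The kinetic fluorescent primer-extension read was taken at 0 and 10 min after 50 nM substrate, following a 15 min room-temperature preincubation of 10 nM enzyme with compounds.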
* marks the source's active call; other numbers are inactive results; ? = inconclusive; . = not tested or not shown; & = joins results of further samples; [ ] = another dose, or the depositor's remark. Calls follow the shape of the dose curve; as a rule, active = well fitted curve in the direction sought with a large enough effect; inconclusive = small, poorly fitted or top-dose-only effect, or another doubt; inactive = no such curve, though single readings can be large; an effect the other way counts as inactive or inconclusive. Potency is read from the fitted curve at half-maximal effect. Not all compounds are listed; rates above refer to the full screens.

SMILES	Pol iota inh	BLM inh	POLK inh	Anesthetic bind	Pol eta inh	BAZ2B block	G9a block	APEX1 inh	Pol beta inh
CCn1ccnc1CN(C)C(=O)CCc1nnc(CCCc2ccccc2)o1	-1.2%	-2.7%	-3.2%[60.1 µM]	-1.7%	-4.8%	0.8%	.	-3.6%	-16.4%
O=C(NC(Cc1ccccc1)C(=O)Oc1ccc2c(C(F)(F)F)cc(=O)oc2c1)OCc1ccccc1 (stereo not drawn)	?	-0.2%	-8.0%	.	-16.6%	5.5%	18.0%[59 µM]	-2.9%	11.2%
COc1ccc(C(C(O)C(=O)c2c[nH]c3ccccc23)N2CCN(c3ccc(OC)cc3)CC2)cc1 (stereo not drawn)	6.7%	1.7%	-2.2%	-3.1%	-18.2%	60.8%[activator]	?	-4.8%	9.0%
COc1cc(C(=O)NCCC(=O)NCCN2CCCCCC2)cc(OC)c1OC	10.8%	1.1%	-9.8%	-5.6%	-9.2%	5.7%	17.6%[59 µM]	2.1%	3.2%
O=C(COc1ccccc1Cc1ccccc1)NCCCN1CCOCC1	20.5%	2.0%	-10.2%	6.6%	-9.0%	8.3%	14.3%[12.7 µM]	-1.0%	1.7%
COc1ccccc1OCCCCOc1ccccc1C(C)=O	11.9%	-4.8%	-12.9%	-7.7%	-8.1%	24.2%	?	?	-24.1%
COc1ccc(S(=O)(=O)N2CCN(C(=O)c3cccs3)CC2)cc1	0.5%	0.9%	-1.9%	-10.7%	-12.2%	2.9%	8.9%	1.0%	2.3%
Cc1ccc(CCC(=O)Nc2ccc(Cl)cc2)o1	6.4%	-10.1%	-2.3%	-12.2%	-15.9%	?	?	53.3%[activator]	-12.5%
CC(=O)OCC(=O)[C@@]12OC3(CCCC3)OC1CC1C3CCC4=CC(=O)C=C[C@@]4(C)[C@]3(F)C(O)C[C@]12C (stereo partly drawn)	.	-14.1%	-14.6%[60.1 µM]	-7.1%	.	.	-3.8%[2.33 µM]	.	.
CCN1C(=O)c2ccccc2S(=O)c2ccc(C(=O)NCCN(CC(C)C)CC(C)C)cc21 (stereo not drawn)	3.4%	-5.6%	6.0%	5.4%	-11.0%	3.0%	18.1%	-3.2%	10.1%
CC(=O)N1c2ccccc2C(=O)C1N(C)c1ccc(C)cc1 (stereo not drawn)	54.7%[activator]	-2.2%	-15.7%	2.8%	0.3%	-0.6%	?	-0.3%	21.3%
Cc1ccc(CSc2ncc(Cl)c(C(=O)NCc3ccccc3)n2)cc1	11.5%	-0.1%	-12.2%	-10.8%	-12.5%	-15.1%	2.4%[59 µM]	.	24.0%
CN1CCN(Cc2c(O)ccc3cc(-c4ccccn4)c(=O)oc23)CC1	79.2%[activator]	-1.0%	-2.0%	916.9%[activator]	-7.0%	2.5%	.	1.5%	4.2%
CC1CC(=O)C2=C(C1)Nc1nc3ccccc3n1C2c1cccnc1 (stereo not drawn)	100.6%[activator]	-1.8%	-9.0%	1.5%	4.2%	-5.0%	.	4.1%	-9.3%
CCCC(=O)Nc1nc2ccc(NC(=O)c3ccccc3F)cc2s1	81.1%[activator]	-2.8%	-1.3%	-5.8%	2.5%	-3.5%	8.6%	-1.8%	0.1%
CC(=O)N1c2ccccc2C(=O)C1N1CCN(c2ccccc2)CC1 (stereo not drawn)	34.5%[activator]	-3.3%	-2.5%	-5.9%	-2.8%	-30.3%	-8.4%[59 µM]	.	22.2%
Cc1ccc(N(CC#N)C(=O)CS(=O)(=O)c2cccc([N+](=O)[O-])c2)cc1	29.3%	1.7%	-2.3%	5.7%	-21.8%	4.3%	17.7%	11.5%	4.2%
O=C(CSc1ncc2c(n1)-c1cc(Cl)ccc1N(Cc1ccccc1F)S2(=O)=O)Nc1cccc(C(F)(F)F)c1	-23.2%	-0.2%	-4.0%	-18.7%	-16.3%	1.7%	-5.2%[59 µM]	.	26.5%
O=C1c2cccc3cccc(c23)C(=O)N1OS(=O)(=O)c1ccc(Br)cc1	79.6%[activator]	8.1%	3.1%	-1.6%	0.2%	0.8%	-2.7%	-6.0%	18.9%
COc1ccccc1C/C(N)=N/O	7.4%	3.5%	-3.8%	-3.9%	-13.9%	-4.9%	15.3%	3.5%	-0.2%
O=C(Cc1ccc(O)cc1)NCCNC(=S)NCc1ccccc1	46.5%[activator]	-2.6%	1.6%	-3.2%	-16.3%	-0.1%	3.9%	-6.5%	5.6%
Cc1cc(CNC(=O)COc2ccccc2F)c2ccccc2n1	1.4%	-1.0%	-10.7%	-5.4%	-13.1%	-2.8%	-3.9%	-0.7%	10.3%
Cc1[nH]c2ccccc2c1C(=O)C(=O)N1CCN(C(=O)c2ccco2)CC1	-0.2%	0.0%	-23.6%	-12.4%	-21.7%	-20.3%	-40.2%	1.1%	5.2%
O=C(CSc1nnc(COc2ccc(Cl)cc2)o1)N1c2ccccc2CCc2ccccc21	-14.9%	-5.5%	-18.9%	2.4%	-13.9%	-1.1%	6.6%[59 µM]	-6.2%	-1.2%
Cc1cc(C)cc(NC(=O)CN(c2cccc(C)c2C)S(=O)(=O)c2ccccc2)c1	1.7%	-8.9%	-6.5%	41.1%[activator]	-16.2%	3.0%	3.4%[59 µM]	.	-9.1%

(more compounds)
SMILES	Pol iota inh	BLM inh	POLK inh	Anesthetic bind	Pol eta inh	BAZ2B block	G9a block	APEX1 inh	Pol beta inh
Fc1cccc(NC(=S)Nc2cccnc2)c1	110.6%[activator]	-2.6%	-5.7%	-13.4%	-9.0%	-31.5%	?	7.7%	12.9%
C=CCSC1=N/C(=C\c2ccsc2)C(=O)S1	17.7%	-4.2%	-2.4%	?	-7.2%	108.4%[activator]	0.5%[59 µM]	-2.2%	4.9%
CCN1CCN(c2cc3c(cc2F)c(=O)c(S(=O)(=O)c2ccccc2)cn3C)CC1	37.0%&10.3%[activator]	-1.3%&-9.1%	9.6%	3.0%&3.8%	-11.3%&-1.9%	-11.5%[57.1 µM]	-32.5%[59 µM]	82.2%[activator]	10.0%&2.6%
Cc1cc(C(=O)N/N=C2\CCCC(=O)C2)c(C)o1	16.2%	.	-1.0%	.	-3.6%	1.3%	-9.7%	-0.3%	.
CC(C)C(=O)Nc1ccccc1OCc1cc(=O)n2ccccc2n1	-5.8%	-8.0%	-10.4%[60.1 µM]	46.8%[activator]	-6.1%	9.0%	1.1%[59 µM]	.	8.0%
O=C(/C=C/c1ccc(Cl)c([N+](=O)[O-])c1)c1cccnc1	8.7%	1.0%	0.5%	-10.9%	24.5%	?	39.8µM*	-3.4%	-9.8%
COCCn1c(=O)[nH]c2cc(C(=O)NC3CCCCCC3)ccc2c1=O	-5.4%	-3.1%	-13.3%	7.6%	-3.1%	-0.6%	3.4%	1.2%	-1.3%
CN1CCN(NC(=O)c2ccc(S(=O)(=O)N3CC4(C)CC3CC(C)(C)C4)cc2)CC1 (stereo not drawn)	?	1.0%	3.6%	0.9%	-1.1%	-6.5%	-0.5%[12.7 µM]	-7.5%	12.3%
O=C(CN1C(=O)NC2(CCCC2)C1=O)N1CCN(S(=O)(=O)c2ccccc2[N+](=O)[O-])CC1	35.0%[activator]	.	-5.9%	.	-1.9%	-3.8%	-2.6%[59 µM]	-2.4%	.
COc1ccc2c(c1)c(=O)oc1cc(O)ccc12	0.8%	-2.3%	-1.0%	27.7%	-3.5%	1.1%	0.4%[12.7 µM]	-3.2%	-0.6%
C=C(C)C(=O)Nc1cccc(C2=NOC3(C2)C[C@@H](C(N)=O)N(C(=O)c2ccc(Cl)cc2)C3)c1 (stereo partly drawn)	35.5µM*	-18.7%	35.5µM*	-0.5%	4.47µM*	11.2µM*	?	?	8.91µM*
Cc1ccc(C(=O)NCC(=O)OCC(=O)N(CC(C)C)c2c(N)n(Cc3ccccc3)c(=O)[nH]c2=O)cc1C	0.3%	.	-6.8%	.	-2.5%	0.1%	?	26.1%	.
CN1CCN(C(c2ccc(C(F)(F)F)cc2)c2cc(Cl)c3cccnc3c2O)CC1 (stereo not drawn)	.	-14.2%	.	?	.	39.8µM*	11.2µM*	19.1%	-11.0%
O=C(CSc1nc2ccc([N+](=O)[O-])cc2[nH]1)NC1CCCCC1	12.9%	-2.8%	-5.2%	?	-5.2%	-5.5%	8.5%[59 µM]	-2.7%	23.7%
O=C(CN1CCN(C(=O)C2CCCO2)CC1)Nc1ccc(Cl)cc1 (stereo not drawn)	28.2%	2.9%	-5.5%	-6.6%	1.9%	-7.7%	.	-18.6%	-1.2%
COc1cccc(C2C3=C(N=c4s/c(=C\c5ccc(O)cc5)c(=O)n42)c2ccccc2CC3)c1OC (stereo not drawn)	3.7%	-1.1%	-8.2%	3.1%	-15.4%	4.7%	15.7%[59 µM]	5.3%	6.5%

Part of the list above, with values under each structure:
Second line of a record – Pol iota inh, BLM inh, POLK inh, Anesthetic bind, Pol eta inh, BAZ2B block, G9a block, APEX1 inh, Pol beta inh
> CN1CCN(C(c2ccc(C(F)(F)F)cc2)c2cc(Cl)c3cccnc3c2O)CC1 (stereo not drawn)
  ., -14.2%, ., ?, ., 39.8µM*, 11.2µM*, 19.1%, -11.0%
> O=C(CSc1nc2ccc([N+](=O)[O-])cc2[nH]1)NC1CCCCC1
  12.9%, -2.8%, -5.2%, ?, -5.2%, -5.5%, 8.5%[59 µM], -2.7%, 23.7%
> O=C(CN1CCN(C(=O)C2CCCO2)CC1)Nc1ccc(Cl)cc1 (stereo not drawn)
  28.2%, 2.9%, -5.5%, -6.6%, 1.9%, -7.7%, ., -18.6%, -1.2%
> COc1cccc(C2C3=C(N=c4s/c(=C\c5ccc(O)cc5)c(=O)n42)c2ccccc2CC3)c1OC (stereo not drawn)
  3.7%, -1.1%, -8.2%, 3.1%, -15.4%, 4.7%, 15.7%[59 µM], 5.3%, 6.5%
